# Screening data: PubChem BioAssay, Broad Institute
# PfHsp90 yeast 2: inhibits growth of yeast expressing Plasmodium falciparum Hsp90. 0.32% of 310,000 active. inhibition, % at 9.4 µM. S. cerevisiae expressing PfHsp90, BacTiter-Glo ATP, 48 h; yeast lacking PDR1 and PDR3 efflux regulators;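 active means every replicate shows inhibition above about 80%, whatever the replicate mean, limit read from the data; inconclusive means mean inhibition reaches the set limit but some replicate falls short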;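 further: 0% = DMSO neutral controls and 100% = 20 µM radicicol positive controls; yeast relying on Plasmodium falciparum Hsp90 in place of its own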
# SR-BI DiI-HDL act: activators of SR-BI mediated HDL lipid uptake; CHO ldlA[mSR-BI] cells, DiI-HDL uptake fluorescence, 3 h; 100 = double the neutral-control signal; activation, % at 12.5 µM; 0.096% of 320,000 active; AID 504775;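 active means mean replicate activation of at least 60% and every replicate at or above 60%; inconclusive means mean or all-replicate condition met, but not both; inactive means mean below 60% and not all replicates reaching 60%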;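 further: 0% = median plate neutral-control signal and 100% = twice that signal; values of inactives mirror those of a sister screen read the other way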
#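 Test system: SR-BI-overexpressing, LDLR-lacking CHO cells; Also added: labelled HDL, 10 µg/mL; Measured by: bottom-read cell fluorescence after medium removal, ex 550/em 595 nm; Timing: 3 h uptake period with compound, 37 °C; Buffer or medium: F12, 0.5% BSA, 25 mM HEPES; Doses: single compound concentration, delivered by pin transfer.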
# SR-BI HDL uptake: blocks mouse SR-BI lipid uptake from DiI-HDL | Q61009 | ldlA[mSR-BI] CHO cells, DiI-HDL uptake fluorescence, 3 h | inhibition, % at 12.5 µM | 0.96% of 320,000 active | AID 488896;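 active means mean replicate inhibition of at least 70% and a set share of replicates each scoring 70 or more; inconclusive means meets just one of the two criteria; inactive means fails both criteria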;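 further: 0% = median of neutral control wells and 100% = median of positive control wells; values of inactives mirror those of a sister screen read the other way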
# Rtt109 HAT inh: C. albicans Rtt109 histone acetyltransferase inhibition; Q5AAJ8; purified Rtt109/Vps75, ThioGlo CoA-SH fluorescence, 4 h; inhibition, % at 34.9 µM; 0.16% of 330,000 active; AID 540336;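 active means inhibition of at least 50% in every replicate; inconclusive means best replicate reaches 50% inhibition but some replicates fall short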
# Target sequence (Q5AAJ8 whole entry, looked up): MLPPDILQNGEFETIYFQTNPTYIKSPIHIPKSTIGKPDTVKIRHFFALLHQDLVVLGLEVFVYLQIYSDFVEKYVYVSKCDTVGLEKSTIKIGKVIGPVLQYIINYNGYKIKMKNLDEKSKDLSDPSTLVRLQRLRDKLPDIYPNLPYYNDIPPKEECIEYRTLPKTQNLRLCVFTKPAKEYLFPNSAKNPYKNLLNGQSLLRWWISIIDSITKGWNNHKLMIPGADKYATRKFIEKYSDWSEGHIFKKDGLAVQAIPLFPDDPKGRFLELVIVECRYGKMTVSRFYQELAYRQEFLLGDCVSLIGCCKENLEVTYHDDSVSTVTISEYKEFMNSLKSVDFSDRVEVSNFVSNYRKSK
# PvdQ inh: blocks Pseudomonas aeruginosa PvdQ acylase activity | purified PvdQ acylase, fluorescence plate reader | inhibition, % at 10 µM | AID 488965 | 0.063% of 340,000 active; in the data active means inhibition above about 30%, passing the limit was not always enough; inconclusive means no clear call, values can overlap the other calls;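 further: 0% = vehicle neutral wells and 100% = reference inhibitor wells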
# NSD2 inh: NSD2 (human) methyltransferase inhibition; NSD2 peptide methylation, AlphaScreen, 120 min; inhibition, % at 12.5 µM; 0.54% of 310,000 active; O96028; AID 743445; in the data active means inhibition above about 50%
# dFosB activator: mouse delta FosB homodimer activation; 0.99% of 340,000 active; P13346; purified delta FosB, TAMRA-CDK5 oligo fluorescence polarization; percent of positive-control signal above neutral wells; activation, % at 25 µM;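 active means mean activation above about 17%, with every replicate also reaching it, limit read from the data, passing the limit was not always enough; inconclusive means only one of the two conditions met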;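 further: fluorescence polarization rise as delta FosB binds a TAMRA Cdk5 AP-1 oligo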
# Target sequence (P13346 whole entry, looked up): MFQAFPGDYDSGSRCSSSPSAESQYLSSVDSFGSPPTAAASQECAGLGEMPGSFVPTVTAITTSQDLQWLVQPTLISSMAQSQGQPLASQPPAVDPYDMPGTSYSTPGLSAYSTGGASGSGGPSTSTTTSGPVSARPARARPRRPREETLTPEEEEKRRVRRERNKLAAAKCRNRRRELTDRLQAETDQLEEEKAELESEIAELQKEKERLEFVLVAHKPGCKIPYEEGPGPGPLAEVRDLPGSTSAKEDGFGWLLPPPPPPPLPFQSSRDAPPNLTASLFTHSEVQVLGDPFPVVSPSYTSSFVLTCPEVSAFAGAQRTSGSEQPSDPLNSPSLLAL
# CAL PDZ FP-1: blocks peptide binding to the human CAL PDZ domain. 0.92% of 300,000 active. inhibition, % at 24.9 µM. purified CAL PDZ, TMR-peptide fluorescence polarization, 1 h. AID 602252;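 active means mean inhibition of at least 30% with at least half of replicates also reaching 30%; inconclusive means no clear call, values can overlap the other calls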;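 further: 0% = DMSO neutral control and 100% = excess unlabeled competitor peptide PRC23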
# MITF act: activators of MITF-driven TRPM1 promoter activity in SK-MEL-5 cells | SK-MEL-5 TRPM1-promoter luciferase, 24 h; % of positive control, neutral wells = 0 | activation, % at 12.5 µM | 0.75% of 300,000 active | AID 588334;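 active means mean activation of at least 80% with every replicate also reaching 80%; inconclusive means mean reaches 80% but some replicate falls short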;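 further: 0% = neutral control wells and 100% = parthenolide positive control wells; values of inactives mirror those of a sister screen read the other way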
# CAL PDZ FP-2: human CAL PDZ-peptide interaction inhibition; Q9HD26; inhibition, % at 20 µM; AID 504414; 0.02% of 330,000 active; purified CAL PDZ, TMR-peptide fluorescence polarization, 1 h;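 active means highest replicate inhibition of at least 40%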;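 further: plate controls were DMSO neutral control wells for no effect and unlabeled competitor peptide control wells for full effect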
#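 Material: tagged CAL PDZ domain; buffer or medium: 25 mM sodium phosphate pH 7.4, 150 mM NaCl, TCEP, IgG, Thesit; compound dosing: single point, 20 µM; schedule: 1 h incubation at room temperature before polarization reading; measured by: FP readout, S and P plane fluorescence; read-out basis: percent inhibition from loss of millipolarization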
# * hit, by the source's call; ? = inconclusive; nt = no result given.
# The line under a structure holds: PfHsp90 yeast 2, SR-BI DiI-HDL act, SR-BI HDL uptake, Rtt109 HAT inh, PvdQ inh, NSD2 inh, dFosB activator, CAL PDZ FP-1, MITF act, CAL PDZ FP-2
Cc1nnc2sc(-c3cccc4ccccc34)nn12
    -1, -20, 20, 14, 4, 0, -29, -4, nt, -3.4
Nc1ccc2cn[nH]c2c1
    23, 8, -6, 8, 1, nt, -1, 0, -9, 0.0
Cc1ccc(N2C(=O)C3CCC(c4ccccc4)CC3C2=O)cc1 (configuration not stated)
    -23, 26, -26, 3, 10, -5, 6, -2, -2, -0.1
CC(C)OCCCNc1ncnc2c1[nH]c1ccccc12
    1, 26, -26, -2, -14, 2, -8, -7, -16, -3.6
CCOc1ccccc1CN1CCNC(=O)C1CC(=O)NCCN1CCOC1=O (configuration not stated)
    -16, 21, -21, -3, -28, -1, -3, -2, 9, -2.3
O=C(CN(c1ccc(F)cc1)S(=O)(=O)c1ccc2c(c1)OCCO2)NCc1cccnc1
    6, 23, -23, 5, -14, -2, -3, -2, -7, 0.5
O=C(NCc1cccc(C(F)(F)F)c1)C1CC(c2ccccc2[N+](=O)[O-])=NO1 (configuration not stated)
    -15, -6, 6, 5, -2, nt, 6, 2, -1, -0.8
COc1ccc(CCN2CC(O)=C(c3nc(C)cs3)C2=N)cc1OC
    nt, 24, -24, -9, -5, 1, 1, nt, -3, -0.1
CCN(CC)c1ccc(/C=N/NS(=O)(=O)c2ccc(C)c([N+](=O)[O-])c2)cc1
    29, 0, 0, 2, -11, 10, 0, 3, -20, 0.2
COC(=O)c1[nH]c2cc(OC)ccc2c1NC(=O)CCN1CCCCC1
    13, 12, -12, 7, -5, 1, 3, nt, nt, 0.5
O=C(C1=C[C@H](c2ccc3c(c2)OCO3)C[C@H](OCCCCO)O1)N1CCN(Cc2ccc3c(c2)OCO3)CC1
    4, 8, -8, 2, -10, nt, -11, -6, -12, -1.0
O=c1nccc(N/N=C/c2ccccc2)[nH]1
    6, -5, 5, 4, -14, 21, -18, -7, 34, 1.3
O=C(CCCCCn1c(=O)[nH]c2ccsc2c1=O)N1CCCCC1
    9, 0, 0, 3, -11, 3, -6, 9, 11, -1.2
COc1cc2ncnc(NCc3ccccc3Cl)c2cc1OC
    -1, 3, -3, -3, -2, 12, -7, nt, -3, -2.4
COc1cc(-c2cc(-c3ccccc3)nc(SCC(=O)Nc3nccs3)c2C#N)cc(OC)c1OC
    -3, -68, 68, -26, 15, -1, ?, -3, -5, -0.3
Cc1cc(O)c(C(C[N+](=O)[O-])c2ccc(Cl)cc2)c(=O)o1 (configuration not stated)
    10, -1, 1, -3, -23, 0, -7, -3, 3, -1.9
CCOC(=O)C1=C(C)N(CCCCCC(=O)O)C(=O)NC1c1ccc([N+](=O)[O-])cc1 (configuration not stated)
    -7, 15, -15, -4, -9, nt, 3, 1, 3, -0.4
Cc1cccc(NC(=O)[C@H](C)NC(=O)[C@@H]2Cc3ccccc3CN2C(=O)OC(C)(C)C)c1
    -28, 19, -19, 7, -15, 5, -8, -1, -6, -2.0
CCCCn1c(N)c(N(CC)C(=O)c2cccs2)c(=O)[nH]c1=O
    -2, -1, 1, 4, 6, 9, -3, -5, 17, -1.6
COCCCNC(=O)C1CCN(c2ccc(N3CCOCC3)nn2)CC1
    0, 35, -35, -14, 1, -5, 4, 0, -2, -1.3
CCOC(=O)CC(NS(=O)(=O)c1ccc(NC(C)=O)cc1)c1ccc(OCC)cc1 (configuration not stated)
    7, -3, 3, 12, 6, 0, -9, -3, -2, -3.2
CC(=O)c1ccc(N2CCN(Cc3nc(Cc4ccccc4)no3)CC2)cc1
    6, 11, -11, -6, 6, 3, 3, -2, -3, -2.5
CCN(CC(=O)Nc1ccc(NC(C)=O)cc1)C(=O)CCCOc1cccc(C)c1
    -7, -21, 21, 11, 4, 0, -1, -2, 1, -1.2
CCC1CCCCN1C(=O)c1cc(-c2ccc(Cl)c(Cl)c2)on1 (configuration not stated)
    nt, 25, -25, -5, -2, -5, -17, -2, 42, -2.7
CCC(C(=O)N1CCN(c2ccccn2)CC1)n1nc(C)n2c(cc3occc32)c1=O (configuration not stated)
    -12, -9, 9, 3, 9, 1, 2, 0, -10, 0.5
O=C(C1CCN(S(=O)(=O)c2ccc(Cl)cc2)CC1)N1CCN(c2ccccn2)CC1
    -9, 10, -10, -12, -7, 0, -11, -3, 3, -1.2
S=c1nc(C2CCCCC2)n(-c2ccccc2)[nH]1
    -28, -2, 2, 29, -15, -1, 3, 3, -2, 0.1
O=c1[nH]c(C2CCN(S(=O)(=O)c3cccc([N+](=O)[O-])c3)CC2)nc2c1nnn2Cc1ccccc1
    5, nt, nt, 8, -12, -1, -2, 3, -3, -0.7
COc1ccc(NC(=O)COc2ccc3c(c2)CCC3)cc1
    -5, 0, 0, -5, -14, -4, 0, 0, 8, -1.2
COc1ccc([C@@H]2[C@@H]3C(=O)N(C(C)(C)C)C(=O)[C@@H]3[C@]3(Cc4ccc(Cl)cc4)C(=O)N(c4cccc(F)c4)C(=O)N23)cc1
    21, 17, -17, 6, -13, nt, 1, -1, 5, 0.7

# Next section:
# The line under a structure holds: PfHsp90 yeast 2, SR-BI DiI-HDL act, SR-BI HDL uptake, Rtt109 HAT inh, PvdQ inh, NSD2 inh, dFosB activator, CAL PDZ FP-1, MITF act, CAL PDZ FP-2
O=C(Nc1ccc(Cc2ccncc2)cc1)c1ccc(Br)o1
    -5, -5, 5, 7, -13, -4, -15, -2, 28, nt
Nc1ccc([N+](=O)[O-])cc1C(=O)NNC(=O)c1ccco1
    16, -2, 2, -2, 0, 6, 7, nt, nt, -1.1
O=S(=O)(Nc1ccc(Cl)cc1)c1ccc(N2CCOCC2)c(NC(=S)NCCN2CCOCC2)c1
    nt, 15, -15, 20, 14, -1, -8, -3, -2, -3.0
c1ccc2c(c1)nc(NCC1CCCO1)c1nnnn12 (configuration not stated)
    16, 0, -3, 4, -16, nt, -6, nt, nt, 0.5
CCOc1ccc(CC(=NCCc2ccccc2)C2=C(O)CC(C)(C)CC2=O)cc1OCC
    24, -4, 4, -3, 1, -1, -5, -3, -14, -0.1
Cc1ccc(/C=C/C(=O)NC2CCCCCCC2)o1
    -8, -2, 2, 24, 8, 1, -10, -1, 17, -2.2
Cc1c(N=Cc2cc3c(cc2Cl)OCO3)c(=O)n(-c2ccccc2)n1C
    18, 15, -15, 10, -12, 11, -3, nt, 10, -2.0
O=C(CN1C(=O)NC(c2ccccc2)(c2ccccc2)C1=O)N1CCCCC1
    1, 19, -19, 2, -14, 10, -8, 7, nt, 0.0
CC(C)N1CC(C(=O)O)CC1=O (configuration not stated)
    -2, 18, -18, nt, -3, -17, 1, -2, 3, -1.8
COc1ccc(Oc2c(C)oc3c(CN(C)C)c(O)ccc3c2=O)cc1
    -17, 7, -7, -5, -17, -4, 3, 0, 6, nt
Cc1nc(SCC(=O)NCc2cccs2)nc(C)c1C
    -6, 38, -38, -7, -5, 1, 3, -4, -3, -0.2
CC1CN(c2ccc([N+](=O)[O-])c(NCCOc3ccc(Cl)cc3)c2)CC(C)N1 (configuration not stated)
    1, -14, 14, 2, -6, 17, 37*, -4, -7, nt
COc1cccc(/C=C2\SC(=O)N(CC(=O)NC3C=CS(=O)(=O)C3)C2=O)c1 (configuration not stated)
    -11, 8, -8, 9, 9, 1, 5, -3, -1, -0.9
CCOC(=O)CSc1nc(C)c2cc(OC)ccc2n1
    4, 11, -11, 3, 0, -6, -4, -2, 19, -0.8
O=C(NCc1ccccc1Cl)c1ccc(CS(=O)Cc2ccc(Cl)cc2)o1 (configuration not stated)
    5, -37, 37, 5, -6, -1, -3, nt, -1, -0.1
CCS(=O)(=O)N1CCN(S(=O)(=O)c2ccc(S(=O)(=O)NC3CC3)cc2)CC1
    -16, nt, nt, 0, 1, 1, 5, -2, nt, -1.7
O=C(Nc1ccc(F)c(Cl)c1)C1CC(=O)N(Cc2ccco2)C1 (configuration not stated)
    -18, 3, -3, -12, -5, -1, -7, -3, -7, -1.9
CC(C)C[C@H](NC(=O)N1CCn2c1nc1ccccc12)C(=O)NC1CCCCC1
    -16, 8, -8, 3, -3, -1, -16, 1, -2, -1.6
C=CCc1c(C)nc(C)nc1N/N=C/c1ccc(N(C)C)cc1
    8, 4, -4, -1, 10, 1, 1, 2, -29, 0.8
O=C(c1ccc(Cl)c(S(=O)(=O)N2CCCCCC2)c1)N1CCOCC1
    21, -32, 32, 4, -9, -1, -3, -14, -10, -0.8
CC1(c2ccccc2)NC(=O)N(CC(=O)Nc2ccc(S(=O)(=O)NC3=NCCCCC3)cc2)C1=O (configuration not stated)
    -6, 12, -12, 15, 13, 2, -8, nt, 4, -1.1
COc1ccc(N2CCN(Cc3nc(-c4ccc(Cl)cc4Cl)no3)CC2)cc1
    -16, 52, -52, 6, -12, 17, 0, -2, 0, -0.9
CCOc1cc(CN2CCN(CCOCCO)CC2)ccc1OC
    -7, 43, -43, 4, -9, 1, 7, -5, -7, -1.2
CCN(CC)C(=O)CSc1nnc2c3ccccc3n(C)c2n1
    -6, -13, 13, 0, -3, -3, -8, -2, nt, 0.7
O=C(NN1C(=O)NC2(CCCCC2)C1=O)c1cc2cc(Cl)ccc2o1
    12, -7, 7, -1, -14, -1, -7, -3, 1, -0.8
NC(=O)c1cc(S(=O)(=O)NCCc2ccccc2)cs1
    -35, 2, -2, 4, -9, -2, 0, -8, 17, -0.3
Cc1cccc2sc(NC(=O)CSc3nc4ccccc4o3)nc12
    -6, 33, -33, 11, 0, 0, 3, 5, nt, -2.1
Cc1nc(SCC(=O)Nc2nc3ccccc3s2)n[nH]1
    -10, -1, 1, 3, -4, -1, -1, -2, 21, -2.3
COc1ccc(CCN2C(=O)CC(N3CCN(S(=O)(=O)c4ccccc4)CC3)C2=O)cc1 (configuration not stated)
    24, 4, -4, 3, 7, 0, 0, 0, -4, 0.3
Cc1[nH]c(=O)c(C#N)c(C)c1CCC(=O)NCc1cccc(C(F)(F)F)c1
    2, nt, nt, -11, -11, -4, 3, -2, nt, -3.5
CC(C)(C)NC(=O)NC(=O)CSc1ccc(S(=O)(=O)N2CCOCC2)cn1
    -12, 11, -11, 17, 9, -2, -4, 0, 3, -0.8
CCOc1ccc(C2C(C(=O)/C=C/c3ccco3)=C(O)C(=O)N2CCN2CCOCC2)cc1OC (configuration not stated)
    nt, 10, -10, 13, -10, 17, -1, 1, 0, 0.4
O=C(Nc1nnc(C2CC2)s1)c1cc(-c2ccccc2)nn1-c1ccccc1
    -16, -54, 54, -2, -4, 4, -3, -5, nt, -2.3
